STEP inh: blocks human striatal-enriched tyrosine phosphatase; recombinant STEP, OMFP fluorogenic substrate, fluorescence; inhibition, % at 20 µM; actives 0.25% (n = 360,000); AID 588621;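 active means inhibition at 20 µM, scaled per plate between control wells, above about 37%, limit read from the data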;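 further: 0% = DMSO with enzyme and substrate and 100% = substrate only without enzyme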
Target sequence (P54829 whole entry, looked up): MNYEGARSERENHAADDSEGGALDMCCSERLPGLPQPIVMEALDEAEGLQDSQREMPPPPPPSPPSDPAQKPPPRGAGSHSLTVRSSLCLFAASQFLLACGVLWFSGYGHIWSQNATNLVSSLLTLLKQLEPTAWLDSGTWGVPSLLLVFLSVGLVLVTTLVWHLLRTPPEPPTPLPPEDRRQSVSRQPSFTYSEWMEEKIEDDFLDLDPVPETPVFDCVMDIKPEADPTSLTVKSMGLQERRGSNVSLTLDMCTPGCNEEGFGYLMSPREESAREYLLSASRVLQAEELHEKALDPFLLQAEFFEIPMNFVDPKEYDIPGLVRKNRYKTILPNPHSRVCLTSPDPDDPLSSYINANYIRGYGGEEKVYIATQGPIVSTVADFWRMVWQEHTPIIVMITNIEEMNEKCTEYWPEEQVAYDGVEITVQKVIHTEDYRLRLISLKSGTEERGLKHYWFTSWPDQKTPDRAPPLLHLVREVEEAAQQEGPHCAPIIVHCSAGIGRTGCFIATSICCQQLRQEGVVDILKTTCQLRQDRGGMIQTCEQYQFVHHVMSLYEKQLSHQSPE
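material = STEP tyrosine phosphatase | reagent = fluorogenic phosphatase substrate OMFP at 25 µM final | doses = single compound dose of 20 µM, 1% DMSO final | schedule = 20 min reaction, room temperature, in the dark | measured by = fluorescence, 480/540 nm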
SUMO1 PPI mod: alters human SUMO1 binding to SIM partners. P63165. AID 602429. SUMO1 binding to a labelled peptide, TR-FRET, 1 h. actives 0.33% (n = 360,000). inhibition, % at 20 µM; in the data active means inhibition above about 37%
CSN deneddyl inh: inhibitors of human CSN-mediated cullin deneddylation. inhibition, % at 12.5 µM. actives 0.38% (n = 360,000). Purified CSN, SCF-Nedd8-OG deneddylation, fluorescence polarization;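 active means pattern-corrected inhibition above about 35%, with an unprinted fluorescence ratio check between 0.5 and 1.5, limit read from the data, passing the limit was not always enough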;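 further: 0% = enzyme with substrate and 100% = substrate without enzyme; some results filed as inactive read as strong as hits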
Target sequence (Q92905 whole entry, looked up, one chain of several): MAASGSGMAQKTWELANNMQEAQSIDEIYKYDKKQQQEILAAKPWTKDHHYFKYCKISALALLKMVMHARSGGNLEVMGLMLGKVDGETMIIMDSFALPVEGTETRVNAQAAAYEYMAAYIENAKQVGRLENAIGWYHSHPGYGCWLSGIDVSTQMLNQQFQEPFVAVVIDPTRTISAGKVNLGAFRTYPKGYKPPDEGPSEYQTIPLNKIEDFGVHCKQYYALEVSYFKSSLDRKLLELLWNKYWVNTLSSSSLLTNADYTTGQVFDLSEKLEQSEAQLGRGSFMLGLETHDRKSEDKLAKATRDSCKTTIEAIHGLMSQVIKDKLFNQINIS
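Test system: Human Csn5 produced in HEK293T cells | Compound: 12.5 µM single point | Times: 90 min, room temperature | Signal: Fluorescence polarization readout | Read-out basis: % inhibition of substrate cleavage by Csn5 | Controls: no-enzyme wells high, enzyme-with-substrate wells low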
Neddylation inh: inhibitors of human cullin neddylation. TR-FRET cullin neddylation, biochemical. calls only at 25 µM. actives 0.58% (n = 360,000); in the data active means inhibition above about 36%
DNMT1 block: blocks human DNA methyltransferase DNMT1; DNMT1 molecular beacon, Hinp1I cleavage, fluorescence; inhibition (reported as % activation of signal), % at 10 µM; actives 0.83% (n = 360,000); AID 588458; in the data active means inhibition above about 50%
NadD inh: blocks S. aureus nicotinate mononucleotide adenylyltransferase. actives 0.78% (n = 360,000). purified NadD enzyme, colorimetric absorbance read-out. inhibition, % at 20 µM; in the data active means inhibition above about 26%; further: some compounds past the cut are filed as inactive
LMPTP block: LMPTP (human) inhibition; P24666; recombinant LMPTP-A, OMFP fluorogenic substrate, fluorescence intensity; inhibition, % at 20 µM; actives 0.22% (n = 360,000); AID 651560;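 active means compounds that cut the enzyme signal by at least half of the control window in the single-dose screen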;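 further: plate controls were DMSO wells with enzyme plus substrate for no effect and substrate without enzyme for full effect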
Target sequence (P24666 whole entry, looked up): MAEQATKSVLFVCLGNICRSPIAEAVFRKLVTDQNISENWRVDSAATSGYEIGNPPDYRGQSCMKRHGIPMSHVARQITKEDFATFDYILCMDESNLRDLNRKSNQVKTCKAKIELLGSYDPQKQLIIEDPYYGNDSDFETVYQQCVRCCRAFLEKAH
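Test system: LMPTP-A phosphatase enzyme; input: 0.625 nM LMPTP-A final; reagent: OMFP substrate, 400 µM final; compound dosing: 20 µM single dose, 3% DMSO; incubation: 50 min dark incubation at room temperature; measured by: endpoint fluorescence intensity from OMFP dephosphorylation; measure: % inhibition relative to no-enzyme and uninhibited control wells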
Scp-1 inhibitor: blocks human Scp-1 phosphatase activity; Recombinant Scp1, phosphopeptide, malachite green phosphate absorbance; actives 0.88% (n = 340,000); inhibition, % at 20 µM; Q9GZU7; AID 493091;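 active means inhibition above about 50% at 20 µM, limit read from the data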;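 further: plate controls were DMSO wells with enzyme for no effect and wells lacking enzyme for full effect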
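Assay system: SCP-1 catalytic fragment, aa 76-261 | Buffer or medium: Tris acetate buffer pH 5.5 with MgCl2 and Tween-20 | Compound: One concentration, 20 µM, with 1.0% DMSO | Also added: Phospho 17-mer peptide substrate | Signal: Absorbance at 630 nm | Incubation: 45 min enzyme reaction at room temperature | Measure: % inhibition of SCP-1 phosphate liberation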
Rin1-Abl PPI inh: human Rin1-Abl interaction inhibition. P00519+Q13671. TR-FRET Rin1/Abl binding, biochemical. inhibition, % at 7.35 µM. actives 0.4% (n = 360,000). AID 588664; in the data active means inhibition above about 5%, passing the limit was not always enough
Rpn11 inh: Rpn11 (human) deubiquitinase inhibition. actives 0.59% (n = 360,000). calls only at 20 µM. human 26S proteasome, Ub4-pepOG fluorescence polarization; 20S core pre-blocked with epoxomicin. O00487;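 active means inhibition at 20 µM, scaled to each plate's controls, above about 33%, limit read from the data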
Numbers without * were called inactive; i = inactive; nt = not tested or not shown; + = active, no number.

SMILES	STEP inh	SUMO1 PPI mod	CSN deneddyl inh	Neddylation inh	DNMT1 block	NadD inh	LMPTP block	Scp-1 inhibitor	Rin1-Abl PPI inh	Rpn11 inh
O=C(Nc1nc2ccccc2s1)C1CC(=O)N(c2ccc(Br)cc2)C1 (configuration not stated)	12	-3	-8	i	-20	7	5.5	-7	5	i
Cc1cc(C=NCCCO)c(C)n1-c1cc(Cl)ccc1Cl	0	3	1	i	1	-4	-2.4	-2	-2	i
CC(CCc1ccccc1)NC(=O)COC(=O)c1ccc(NC(N)=O)cc1 (configuration not stated)	-2	7	-4	i	3	1	0.5	-1	1	i
COc1ccc(OC)c(NC(=O)C2CCCNC2=O)c1 (configuration not stated)	0	0	0	i	1	5	-0.3	-3	0	i
CCN(CC)CCCN(Cc1cc2cc3c(cc2[nH]c1=O)OCO3)C(=S)NCc1ccco1	-2	3	5	+	-8	-5	0.8	-6	-2	i
CC1CCCCC1NC(=O)c1ccc(-n2cncn2)c([N+](=O)[O-])c1 (configuration not stated)	4	-25	-3	i	1	1	-0.9	-6	1	i
COCC(C)n1c(COc2ccccc2F)nnc1SCC(=O)Nc1oc(C)c2c(C)n[nH]c(=O)c12 (configuration not stated)	3	-21	-1	i	0	5	-4.7	-3	3	i
Cc1cc(Cl)ccc1NC(=S)N1CCOCC1	-1	-1	1	i	-7	10	-0.9	-8	1	i
CCN(c1ccccc1)S(=O)(=O)c1ccc(OC)c(NC(=O)C2CC(=O)N(Cc3ccccc3)C2)c1 (configuration not stated)	-2	-1	-9	i	24	-2	0.0	-3	1	i
O=C(CN1CCN(C(=O)C2CCCO2)CC1)Nc1c(Cl)cccc1Cl (configuration not stated)	2	1	5	i	-1	5	-0.6	-9	-2	i
CC(=O)C(Sc1ccc2nnc(-c3ccc(F)cc3)n2n1)C(C)=O	3	-2	8	i	-2	3	0.3	-10	-1	i
O=C1NCCC12C(=O)Nc1ccccc12 (configuration not stated)	1	-4	2	i	0	11	-1.9	-1	1	i
COc1ccc(Nc2nc(Nc3ccc(OC)cc3)nc(SC3=NCCS3)n2)cc1	0	5	-2	i	-18	18	2.9	12	-3	i
CCCCCCCC/C=C\CCCCCCCC(=O)NCCc1ccc(O)c(O)c1	3	3	-3	i	-11	-1	2.0	-6	8	i
CN1C(=O)c2ccc(NC(=O)c3c(C(=O)O)cccc3[N+](=O)[O-])cc2C1=O	-2	-19	4	i	0	-7	2.6	0	-1	i
CCOC(=O)N1CCC(NC(=O)Cn2ncc3c2-c2cc(C)ccc2OC3)CC1	0	-1	1	i	5	3	-0.7	-14	-3	i
O=C(O)Cn1ncc2c1-c1ccoc1CC2	-2	9	0	i	89*	3	-1.1	5	-1	i
COc1ccc2oc(C(=O)OCC(=O)NC(=O)NC(C)C)c(C)c2c1	-2	-2	4	nt	1	-4	-0.6	-11	-3	i
CC(=O)N1c2ccccc2N2C(c3c(C)c(C)cc(C)c3C)=NON12	-1	-1	1	i	-36	-2	3.0	-3	2	i
COC(=O)Cn1c(=NC(=O)c2cc(OC)c(OC)c(OC)c2)sc2cc(OC)ccc21	0	3	-13	i	-5	-4	1.8	-3	-3	i

With a hit mark in Neddylation inh, among the entries above:
SMILES	STEP inh	SUMO1 PPI mod	CSN deneddyl inh	Neddylation inh	DNMT1 block	NadD inh	LMPTP block	Scp-1 inhibitor	Rin1-Abl PPI inh	Rpn11 inh
CCN(CC)CCCN(Cc1cc2cc3c(cc2[nH]c1=O)OCO3)C(=S)NCc1ccco1	-2	3	5	+	-8	-5	0.8	-6	-2	i

(next part)
SMILES	STEP inh	SUMO1 PPI mod	CSN deneddyl inh	Neddylation inh	DNMT1 block	NadD inh	LMPTP block	Scp-1 inhibitor	Rin1-Abl PPI inh	Rpn11 inh
CC1=CC2=NC(=O)/C(=C\c3cc(C)n(-c4ccccc4)c3C)C(=N)N2O1	0	-3	-5	i	-3	0	0.6	-8	-3	i
CCOC(=O)C1CCN(C(=O)Cn2cnc3sc(C)c(S(=O)(=O)N4CCOCC4)c3c2=O)CC1	-3	-1	2	i	1	-14	-0.2	-1	-2	i
CCOC(=O)Cn1c(Br)nc2c1c(=O)[nH]c(=O)n2C	0	-2	-4	i	2	4	0.0	7	-1	i
COc1ccc(C(=O)NCc2cccc(Cl)c2)cc1S(=O)(=O)N1CCOCC1	-4	2	-1	i	2	-7	-0.6	-10	1	i
COc1ccc(CNC(=O)CN2CCN(S(=O)(=O)c3c(C)c(C)cc(C)c3C)CC2)cc1OC	0	2	5	i	-4	5	0.0	2	4	i
O=C(Cc1n[nH]c(=O)c2ccccc12)OCc1c(Cl)cccc1Cl	-1	13	5	i	13	-4	6.6	-7	2	i
CCCCCCCCN1C(=O)[C@H](CC(=O)NCCCC)C[C@@]2(C(=O)OCC)CCCC=C12	nt	6	2	i	nt	27	2.0	nt	nt	nt
CCN(CC)CCN1C(=O)c2ccccc2NC1c1ccc(N(C)C)cc1 (configuration not stated)	-4	-3	3	i	-13	-3	-5.7	-7	2	i
Cc1ccc(-c2nc(C#N)c(NCCN3CCCCC3)o2)cc1	-1	1	3	nt	-7	-2	-2.2	0	-6	i
c1ccc2c(Nc3nnc(-c4ccncc4)s3)cccc2c1	1	-4	-2	i	-5	4	0.9	-5	-5	i
CCOc1cc(/C=N\NC(=O)Cc2ccccc2)ccc1OCC(=O)Nc1ccc(C)c(C)c1	1	-1	1	i	27	5	0.9	-2	2	i
CCN1CCN(c2ccc(NC(=O)CC3OC(=O)c4ccccc43)cc2C)CC1 (configuration not stated)	-2	-5	-1	i	2	-1	0.0	nt	2	i
Cc1nc(-c2ccc(C#N)cc2)cs1	2	0	-2	i	0	1	1.5	-5	0	i
O=C(O)c1cc2ccc3ccccc3c2oc1=O	3	-4	3	nt	0	-6	-1.9	-16	-3	i
O=C(c1ccc2c(=O)n(-c3ccccc3)c(=S)[nH]c2c1)N1CCN(c2ccccc2)CC1	-2	6	-1	i	-2	19	-0.9	-5	4	i
Oc1ccc(Br)cc1/C=N/n1cnc2ccccc21	-4	-1	2	i	-1	-4	0.7	0	1	i
Cc1cc(C)n(-c2ccc(F)cc2)c(=O)c1C(=O)O	0	2	8	i	-2	-1	-1.5	-5	3	i
CCCCOc1ccc(/C=C/C(=O)OCC(=O)c2c(N)n(C)c(=O)n(C)c2=O)cc1OCC	0	2	5	i	-2	4	0.6	-5	3	i
O=c1ncn(-c2ccc(F)cc2)c2ncccc12	0	-1	1	i	1	2	-0.6	-7	0	i
Cn1c(=O)[nH]c(=O)c2c1nc(Br)n2CCCSc1nc2ccccc2o1	2	7	-6	i	-16	-3	0.7	-2	-1	i
Cc1ccc([N+](=O)[O-])cc1-c1ccc(/C=N/NC(=O)c2cc3c(ccc4ccccc43)o2)o1	3	38	0	i	50	33*	3.2	3	0	i
C=CCn1c(N)cc(=O)nc1SC(CC)C(=O)Nc1ccc(C(C)=O)cc1 (configuration not stated)	-1	4	5	i	-3	-4	0.8	-5	0	i
COc1ccc(S(=O)(=O)Nc2ccccc2OC)cc1N=Nc1c(O)[nH]c(=S)[nH]c1=O	2	-32	4	i	2	19	3.5	-1	-5	i
COc1ccc(S(=O)(=O)NC2CC(C)(C)NC(C)(C)C2)cc1C(C)C	-1	-1	-2	i	-6	-14	-0.2	6	1	i
O=C(c1ccccc1)C1CCN(C(=O)c2cccs2)CC1	3	6	3	i	0	-7	-1.3	-7	0	i
Cc1nc2ccc(S(=O)(=O)NC(C(=O)N3CCC(C)CC3)C(C)C)cc2s1 (configuration not stated)	2	5	0	i	-1	-1	-0.9	-9	-1	i
N#Cc1ccc(CSc2nnc(-c3ccccc3)n2Cc2ccco2)cc1	-1	1	-3	i	1	3	-0.5	-2	0	i
Cc1cc(-c2nnn(CCCOC(C)(C)C)c2C)ccc1-c1cn(CCCOC(C)(C)C)nn1	1	1	2	i	2	12	0.5	nt	-6	i
O=C(COc1ccccc1)Nc1nnc(S(=O)(=O)N2CCCCC2)s1	0	12	-1	i	1	2	0.9	9	0	i
O=C(c1ccc(S(=O)(=O)Nc2ccccc2F)cc1)N1CCCCCC1	0	5	-3	i	1	3	-0.5	-6	-2	i
COc1cccc(CNC(=O)C2CCN(S(=O)(=O)c3ccc4c(c3)CC(C)N4C(=O)C3CC3)CC2)c1 (configuration not stated)	0	3	0	i	1	-4	0.2	-3	-1	i
O=C1ON(Cc2ccccc2)C(c2ccccc2)N1c1ccccc1 (configuration not stated)	0	-5	0	i	-1	-2	-1.1	-3	0	i
CCOC(=O)Cn1c(=O)oc2cc(S(=O)(=O)NCC3CCCO3)ccc21 (configuration not stated)	-2	6	1	i	-1	-5	-1.4	-7	1	i
Cc1cc(NS(=O)(=O)c2ccc(NC(=S)NC(=O)c3ccc(Cl)cc3Cl)cc2)no1	0	7	-3	i	-2	12	1.5	-16	-2	i
COc1ccc(NC(=O)C2=C(C)NC(=O)NC2c2ccccc2[N+](=O)[O-])cc1 (configuration not stated)	0	-6	-8	i	0	-1	0.1	6	-2	i
COc1ccc(NC(=O)CN(C)S(=O)(=O)c2ccc(Br)s2)cc1OC	0	2	-3	i	0	-2	-0.6	2	3	i
C[C@H]1CNC(=O)c2c(C(=O)N[C@@H](Cc3c[nH]c4ccccc34)C(=O)OC(C)(C)C)ncn21	-5	7	2	i	-2	13	-1.5	nt	-5	i
Cc1cc(C)c(S(=O)(=O)Nc2c(C)[nH]c(=O)[nH]c2=O)c(C)c1	-1	1	-3	i	2	4	-2.0	-1	0	i
CCOc1cc(CN2CCCCC2)ccc1OC	0	-1	-6	i	-3	-12	-2.2	-3	-1	i
CCOc1ccccc1Nc1nc(N)nc(CSc2nccc(C)n2)n1	0	0	7	i	-5	1	1.0	0	-3	i
C/C(=N\NC(=O)c1ccccc1N)c1ccc(NC(=O)Cc2ccccc2)cc1	-2	-2	0	i	0	-3	-1.6	-4	-2	i
CC(C)(C)c1ccc(CSc2ccc(S(=O)(=O)N3CCOCC3)cn2)cc1	4	0	-1	i	2	-5	3.6	-11	3	i
Cc1ccc(-c2cc(C(=O)Nc3cccnc3)c3ccccc3n2)s1	3	-17	-2	nt	-2	-1	2.0	-2	-3	i
COc1cc2c(cc1OC)[C@H](C)N(C(=S)Nc1ccc(F)cc1)CC2	4	4	1	i	5	-3	-1.8	8	-1	i

Part of the list above, as a markdown table.
| smiles | STEP inh | SUMO1 PPI mod | CSN deneddyl inh | Neddylation inh | DNMT1 block | NadD inh | LMPTP block | Scp-1 inhibitor | Rin1-Abl PPI inh | Rpn11 inh |
| --- | --- | --- | --- | --- | --- | --- | --- | --- | --- | --- |
| CC(=O)N1c2ccccc2N2C(c3c(C)c(C)cc(C)c3C)=NON12 | -1 | -1 | 1 | i | -36 | -2 | 3.0 | -3 | 2 | i |
| COC(=O)Cn1c(=NC(=O)c2cc(OC)c(OC)c(OC)c2)sc2cc(OC)ccc21 | 0 | 3 | -13 | i | -5 | -4 | 1.8 | -3 | -3 | i |
| CC1=CC2=NC(=O)/C(=C\c3cc(C)n(-c4ccccc4)c3C)C(=N)N2O1 | 0 | -3 | -5 | i | -3 | 0 | 0.6 | -8 | -3 | i |
